Source: PubChem
Mac1 fbg enh: CD11b/CD18-fibrinogen binding enhancement; activation, % at 10 µM; 93,000 tested, 0.07% active; P05107+P11215; K562 CD11b/CD18 adhesion to fibrinogen, ATPlite luminescence;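 active = 10 µM primary screen giving 50% or more activity, confirmed by 40% or more on retest at that dose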; note: strong numbers were not always called active; reference of the scale not given here
Target sequence (P05107 whole entry, looked up, other chains not shown): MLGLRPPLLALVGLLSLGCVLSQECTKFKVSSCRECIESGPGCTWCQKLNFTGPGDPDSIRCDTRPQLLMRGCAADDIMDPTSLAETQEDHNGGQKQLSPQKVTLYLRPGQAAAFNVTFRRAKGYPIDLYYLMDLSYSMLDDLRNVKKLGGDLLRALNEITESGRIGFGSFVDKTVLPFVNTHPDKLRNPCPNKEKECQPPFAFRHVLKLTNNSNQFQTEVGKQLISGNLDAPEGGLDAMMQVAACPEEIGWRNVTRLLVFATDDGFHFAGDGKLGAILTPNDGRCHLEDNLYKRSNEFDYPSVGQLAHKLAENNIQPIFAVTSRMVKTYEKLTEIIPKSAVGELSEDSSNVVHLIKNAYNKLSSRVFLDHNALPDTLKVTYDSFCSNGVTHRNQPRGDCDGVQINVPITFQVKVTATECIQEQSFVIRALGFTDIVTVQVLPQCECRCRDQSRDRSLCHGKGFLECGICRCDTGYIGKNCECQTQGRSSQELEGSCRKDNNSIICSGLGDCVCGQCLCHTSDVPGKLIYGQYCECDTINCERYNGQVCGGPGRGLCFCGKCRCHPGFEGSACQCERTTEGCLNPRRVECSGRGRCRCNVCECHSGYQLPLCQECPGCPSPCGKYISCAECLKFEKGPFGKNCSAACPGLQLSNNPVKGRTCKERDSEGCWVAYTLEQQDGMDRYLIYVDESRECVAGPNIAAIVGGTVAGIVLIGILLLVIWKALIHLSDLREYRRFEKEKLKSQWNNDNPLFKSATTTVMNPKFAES
Candida biofilm: kills Candida albicans biofilms; C. albicans biofilm + clotrimazole, Alamar Blue; inhibition, % at 6 µM; AID 834; 85,000 tested, 0.14% active;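 active = inhibition above 20%; inactive = inhibition below 20%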;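 note: preformed 24 hr biofilms exposed to compound for 48 hr; 0% = biofilm without compound and 100% = blank killed by clotrimazole plus chlorhexidine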
CD11b adhes inh: inhibitors of human CD11b/CD18 binding to fibrinogen | P05107+P11215 | K562 CD11b/CD18 adhesion to fibrinogen, ATPlite luminescence; Mn2+ added to activate the integrin | inhibition, % at 10 µM | 93,000 tested, 0.54% active | AID 1497;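 active = primary inhibition of 50% or more at 10 µM, then 40% or more on retest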; note: some results filed as inactive read as strong as hits
ERb coact inh: ER-beta (human) coactivator binding inhibition | TR-FRET ER-beta LBD / SRC1-Cy5 peptide binding; receptor agonist-loaded with 1 µM estradiol | inhibition, % at 25.6 µM | 86,000 tested, 1.3% active | AID 633;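 active = compounds whose percent inhibition of the receptor-coactivator binding signal exceeds about 50% in the single-dose screen, limit read from the data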;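 note: 0% = receptor plus peptide wells without compound and 100% = peptide-only wells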
sEH activator: soluble epoxide hydrolase (human) activation; P34913; purified human sEH enzymatic activity, activator screen; activation, % at 2 µM; 91,000 tested, 0.04% active; AID 717; in the data active = activation above about 37%; note: values of inactives mirror those of a sister screen read the other way
ERa coact pot: ER-alpha (human) coactivator binding potentiation | P03372 | TR-FRET ERalpha-LBD/SRC-Cy5 coactivator binding, 2 h; 100 = basal binding, no effect | coactivator binding (% of control), % at 25.6 µM | 86,000 tested, 1.3% active | AID 639; in the data active = activity above about 200%;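 note: binding measured in presence of low estradiol as agonist stimulus; 0% = peptide alone without receptor and 100% = receptor with peptide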
MT1-MMP txn act: activates MT1-MMP transcription | HT1080 MT1-MMP promoter luciferase reporter, luminescence, overnight; stronger effect = higher value | activation factor at 10 µM | 86,000 tested, 0.16% active | AID 750;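 active = activation factor of at least 2 for MT1-MMP transcription at 10 µM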
Smad3 inh: inhibitors of human Smad3 transcription factor binding. inhibition, % at 25 µM. TR-FRET Smad3/Dy647-FoxH1 peptide binding, europium anti-His. P84022. 88,000 tested, 0.29% active. AID 630;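 active = compounds that reduce the energy-transfer binding signal between the protein and its labelled peptide by more than half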;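 note: 0% = Smad3 plus labelled peptide maximal FRET and 100% = peptide-only background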
sEH inhibitor: inhibitors of human soluble epoxide hydrolase | inhibition, % at 2 µM | recombinant human sEH enzymatic activity assay | 91,000 tested, 0.34% active | P34913; in the data active = inhibition above about 80%; note: values of inactives mirror those of a sister screen read the other way; many of its hits are not listed in these tables
Active calls of the source: *; · = not tested or not shown; [ ] = dose if it differs, or a comment. Some of the compounds tested; rates above refer to the full screens.

entry	Structure	Mac1 fbg enh	Candida biofilm	CD11b adhes inh	ERb coact inh	sEH activator
1	CN(CC(=O)Nc1ccccc1N1CCOCC1)S(=O)(=O)c1ccc(F)cc1	·	3	·	1	·
2	CCOC(=O)C1=C(C)SC2=NS(=O)(=O)CCN21	-4	4	-10	4	·
3	Cc1cc(C(=O)Nc2cccnc2)no1	·	10	·	-4	22
4	CCCNC(=O)NC(=O)CN1C(=O)NC(C)(c2ccc(C)cc2)C1=O (stereo unspecified)	3	·	-3	-1	-11
5	Cc1cccc(N(C(=O)Cn2nnc3ccccc32)C(C(=O)NC(C)(C)C)c2ccsc2)c1C (stereo unspecified)	0	·	-11	·	1
6	COc1cccc(OCCCCN2CCCCC2)c1	·	6	·	1	0
7	Cc1cc(NCc2ccccc2)nc(-c2ccccc2O)n1	-8	7	20	-16[fluorescence artefact?]	·
8	O=C(Oc1ccc(OC(=O)N2CCOCC2)cc1)c1ccccc1	-3	2	-11	-11[fluorescence artefact?]	-1
9	CCOC(=O)C1=C(O)/C(=C/c2ccc(CNC(=O)C(=O)Nc3ccc(C)cc3)o2)N=C1C	53	1	-19	47	-16
10	O=C(CSc1nnnn1-c1ccc2c(c1)OCO2)NCc1ccccc1	-1	3	-14	6	-5
11	COC(=O)c1ccc(CS(=O)(=O)c2ccc(C)cc2)cc1	-3	2	10	-13[fluorescence artefact?]	21
12	CCCC1c2ccc(C)n2CCN1C(=O)Nc1ccc(F)cc1 (stereo unspecified)	1	·	1	·	-14

entry	ERa coact pot	MT1-MMP txn act	Smad3 inh	sEH inhibitor
1	104	1.1	6	·
2	112	1.1	-8	·
3	117	1.2	0	-22
4	128	1	-6	14
5	·	·	·	1
6	93[fluorescence artefact?]	1.2	11[fluorescence artefact?]	-1
7	120	1.7	-13	·
8	120[fluorescence artefact?]	1.3	-1	3
9	110[fluorescence artefact?]	1.1	8	13
10	135	1.1	-13	2
11	117	1.2	7	-24
12	·	1.1	·	12

Other structures.
entry	Structure	Mac1 fbg enh	Candida biofilm	CD11b adhes inh	ERb coact inh	sEH activator
13	COC(=O)c1ccc(CSc2nnc(N)s2)cc1	-1	9	-9	3	·
14	Cc1cc(O)c(C2(C(F)(F)F)NCCNC2=O)cc1C (stereo unspecified)	-2	10	-7	-7	6
15	Cc1ccc(NC(=O)c2ccco2)cc1C	1	·	-12	-4[fluorescence artefact?]	14
16	COc1ccc(NC(=O)COC(=O)c2c(C)noc2C)c(OC)c1	-2	1	-14	-2	4
17	Cc1cc(SCC(=O)c2cc3ccccc3o2)nc2ccccc12	·	7	·	-1[fluorescence artefact?]	5
18	COc1cccc(/C=N/n2c(-c3ccco3)nc3ccccc3c2=O)c1	·	6	·	18	4
19	COC(=O)C1=C(C)Nc2ncnn2C1c1ccc(C)o1 (stereo unspecified)	-3	·	-18	·	-4
20	CCOC(=O)C(=CNc1ccccc1C)C(=O)OCC	-2	·	-2	·	-8
21	O=C(Nc1ccc(-c2cn3ccsc3n2)cc1)c1ccc(F)c(S(=O)(=O)N2CCOCC2)c1	-1	-4	-23	5	-30
22	O=C(Nc1nccs1)C1CCN(S(=O)(=O)c2ccc3c(c2)OCCCO3)CC1	-1	2	25	2	·
23	Cc1cc(C(=O)N/N=C2\CCCC(C)C2)n[nH]1 (stereo unspecified)	-4	·	-5	·	1
24	COc1ccc(OC)c(NC(=O)C(CCS(C)(=O)=O)NC(C)=O)c1 (stereo unspecified)	-3	6	-12	9[fluorescence artefact?]	·

entry	ERa coact pot	MT1-MMP txn act	Smad3 inh	sEH inhibitor
13	82[fluorescence artefact?]	1.4	14[fluorescence artefact?]	·
14	106	1.2	-12	-4
15	103	1.3	-16	-12
16	147	·	3	-2
17	228*[fluorescence artefact?]	1.2	-2	-3
18	111[fluorescence artefact?]	1	7	0
19	·	1.1	·	4
20	·	·	·	7
21	100[fluorescence artefact?]	1.1	-10	29
22	107	1	-3	·
23	·	·	·	1
24	105	1.2	1	·

Additional compounds:
entry	Structure	Mac1 fbg enh	Candida biofilm	CD11b adhes inh	ERb coact inh	sEH activator
25	Brc1cnc(N2CCCC2)nc1N1CCCCC1	-5	-3	-4	-10	5
26	COc1cc(-c2nnc(COC(=O)C3c4ccccc4Oc4ccccc43)o2)cc(OC)c1OC	-2	8	14	-2[fluorescence artefact?]	-11
27	COC(=O)/C=C/C(=O)NCc1ccco1	-7	·	-6	·	2
28	Cc1cccc(NC(=S)/N=C(\N)Nc2nc(C)c3ccc(C)cc3n2)c1	2	·	2	·	-3
29	CC(C)(C)c1cc(NC(=O)COC(=O)C2CC2)n(-c2ccccc2)n1	-5	7	-17	4[fluorescence artefact?]	5
30	O=C(CS(=O)(=O)Cc1ccccc1)N1CCN(C(=O)c2ccco2)CC1	-1	4	-4	-18[fluorescence artefact?]	0
31	CCCCNC(=O)C1CCN(S(=O)(=O)c2cnc[nH]2)CC1	-4	6	-30	-2[fluorescence artefact?]	·
32	CC(C)C[C@H](NC(=O)NCc1ccc(Cl)cc1)C(=O)O	-2	4	-14	9	·
33	CN(C)CCNc1ncnc2c1sc1nc(N3CCOCC3)c3c(c12)CC(C)(C)SC3	·	6	·	-6	·
34	CCC1CCCCN1c1cc(C)nc2cc(-c3cccc(C)c3)nn12 (stereo unspecified)	5	-4	7	-4	15
35	C=CCNc1nc2c(c(=O)n(C)c(=O)n2C)n1CCCCCC	-4	·	68*	·	-10
36	CCCCCCC(=O)Nc1cc2c(C)cc(=O)oc2cc1C	0	2	-6	-1	5

entry	ERa coact pot	MT1-MMP txn act	Smad3 inh	sEH inhibitor
25	103	1.1	-4	-6
26	140[fluorescence artefact?]	1.1	6	10
27	·	·	·	-2
28	·	·	·	3
29	118	1.2	-11	-2
30	119	1.1	6	0
31	125[fluorescence artefact?]	0.9	3	·
32	92[fluorescence artefact?]	1.1	6	·
33	89	1	-8	·
34	88	1	-9	-13
35	·	1	·	12
36	103	1.2	2	-2

Following part:
entry	Structure	Mac1 fbg enh	Candida biofilm	CD11b adhes inh	ERb coact inh	sEH activator
37	CC(=O)OC[C@H]1O[C@@H](n2ccc(=O)[nH]c2=S)C(OC(C)=O)C1OC(C)=O (stereo partly specified)	-3	2	19	0[fluorescence artefact?]	-2
38	O=C(CSc1nnc(-c2cccs2)n1Cc1ccco1)c1ccc2c(c1)OCO2	-4	7	17	-20	-4
39	COc1ccc(S(=O)(=O)Cc2ccc(C(=O)N3CCCC3)o2)cc1	12	9	2	-4	2
40	COc1ccc(S(=O)(=O)CCC(=O)O)cc1	2	-4	-14	7[fluorescence artefact?]	-4
41	COc1cc(OC)c(NC(=O)CCNC(=O)Cn2cnc3ccccc3c2=O)cc1Cl	-1	-1	3	-3	·
42	COc1ccc(-c2noc(CCCC(=O)NCc3ccco3)n2)cc1OC	-2	2	-5	-13	·
43	CCOC(=O)c1sc(=S)n(-c2ccccc2)c1N	·	9	·	-8	0
44	Cc1cc(NC(=O)COc2ccc(Cl)cc2Cl)n(CCC#N)n1	0	5	11	-1	-9
45	CCCCNC(=O)CS(=O)Cc1nc(-c2ccc(C)cc2)oc1C (stereo unspecified)	-2	5	-11	-6	-12
46	O=C1NC2(CCCCC2)C(=O)N1CCS(=O)(=O)Oc1ccccc1	0	1	-6	3	7
47	Cc1nc(-c2ccccc2)nc2[nH]c(C(C)C)cc(=O)c12	-1	5	-8	-14	-5
48	COc1ccc(CN2CCCCC2c2cccnc2)c(OC)c1C (stereo unspecified)	-4	3	1	1[fluorescence artefact?]	·

entry	ERa coact pot	MT1-MMP txn act	Smad3 inh	sEH inhibitor
37	91	1	-7	1
38	82	1.2	1	6
39	118	1	2	1
40	104	1.3	-19	1
41	100	1.1	-9	·
42	107[fluorescence artefact?]	1	0	·
43	120	1.1	1	3
44	134	1.4	-1	10
45	129	1.1	-3	11
46	97	1	25[fluorescence artefact?]	-13
47	108[fluorescence artefact?]	1.1	4	9
48	113	1.1	43[fluorescence artefact?]	·

Down the list, as entered above.
sEH inhibitor, nos. 37 to 46: 1, 6, 1, 1, ·, ·, 3, 10, 11, -13
Smad3 inh, nos. 37 to 46: -7, 1, 2, -19, -9, 0, 1, -1, -3, 25[fluorescence artefact?]
Candida biofilm, nos. 37 to 46: 2, 7, 9, -4, -1, 2, 9, 5, 5, 1

More compounds follow:
entry	Structure	Mac1 fbg enh	Candida biofilm	CD11b adhes inh	ERb coact inh	sEH activator
49	Cc1ccc(N2CC(c3nc4ccccc4[nH]3)CC2=O)c(C)c1 (stereo unspecified)	·	9	·	26	·
50	CCN1C(=O)NC2C1N(S(C)(=O)=O)CCN2S(C)(=O)=O (stereo unspecified)	1	6	0	-3	-3
51	O=C(NCc1ccco1)c1cc(-c2ccco2)on1	-2	7	-10	4	-6
52	CCOc1ccc(S(=O)(=O)NCCC(=O)NC2=NCCS2)cc1	0	2	3	24	-10
53	CCOC(=O)C1CCN(C(=O)c2ccc(SC)cc2OC)CC1	4	-2	-1	-8	6
54	[O-][n+]1onc2c1CCC1N(O)C(c3ccccc3)CC21O (stereo unspecified)	-2	8	4	-36	-4
55	Cn1c(CN2CCN(c3cccc(Cl)c3)CC2)nc2ccccc21	·	·	·	-2	9
56	O=C(NC1CC1)c1ccc(CS(=O)(=O)c2c(Cl)cccc2Cl)o1	-2	19	-13	-7	-6

entry	ERa coact pot	MT1-MMP txn act	Smad3 inh	sEH inhibitor
49	101[fluorescence artefact?]	1.1	-9	·
50	108	1	-3	4
51	79	1.5	-7	6
52	72	1.1	2	14
53	101	1.1	3	-6
54	106	·	-2	7
55	100	1.2	4	-3
56	115	1.1	-1	5

Of the compounds above, 11 contain an aryl methoxy group:
entry	Structure	Mac1 fbg enh	Candida biofilm	CD11b adhes inh	ERb coact inh	sEH activator
6	COc1cccc(OCCCCN2CCCCC2)c1	·	6	·	1	0
16	COc1ccc(NC(=O)COC(=O)c2c(C)noc2C)c(OC)c1	-2	1	-14	-2	4
18	COc1cccc(/C=N/n2c(-c3ccco3)nc3ccccc3c2=O)c1	·	6	·	18	4
24	COc1ccc(OC)c(NC(=O)C(CCS(C)(=O)=O)NC(C)=O)c1 (stereo unspecified)	-3	6	-12	9[fluorescence artefact?]	·
26	COc1cc(-c2nnc(COC(=O)C3c4ccccc4Oc4ccccc43)o2)cc(OC)c1OC	-2	8	14	-2[fluorescence artefact?]	-11
39	COc1ccc(S(=O)(=O)Cc2ccc(C(=O)N3CCCC3)o2)cc1	12	9	2	-4	2
40	COc1ccc(S(=O)(=O)CCC(=O)O)cc1	2	-4	-14	7[fluorescence artefact?]	-4
41	COc1cc(OC)c(NC(=O)CCNC(=O)Cn2cnc3ccccc3c2=O)cc1Cl	-1	-1	3	-3	·
42	COc1ccc(-c2noc(CCCC(=O)NCc3ccco3)n2)cc1OC	-2	2	-5	-13	·
48	COc1ccc(CN2CCCCC2c2cccnc2)c(OC)c1C (stereo unspecified)	-4	3	1	1[fluorescence artefact?]	·
53	CCOC(=O)C1CCN(C(=O)c2ccc(SC)cc2OC)CC1	4	-2	-1	-8	6

entry	ERa coact pot	MT1-MMP txn act	Smad3 inh	sEH inhibitor
6	93[fluorescence artefact?]	1.2	11[fluorescence artefact?]	-1
16	147	·	3	-2
18	111[fluorescence artefact?]	1	7	0
24	105	1.2	1	·
26	140[fluorescence artefact?]	1.1	6	10
39	118	1	2	1
40	104	1.3	-19	1
41	100	1.1	-9	·
42	107[fluorescence artefact?]	1	0	·
48	113	1.1	43[fluorescence artefact?]	·
53	101	1.1	3	-6
